All columns: NCI-60 one-dose screen, growth in % after 48 h at 10 µM unless noted; 100 = growth as untreated, 0 = no growth, -100 = all killed.
LOX IMVI – LOX IMVI melanoma. 79,000 tested, 7.4% active
MALME-3M – MALME-3M melanoma; 78,000 tested, 5.8% active
HS 578T – HS 578T breast cancer; 78,000 tested, 4.1% active; AID 1794788
T-47D – T-47D breast cancer; 79,000 tested, 5% active; AID 1794792
BT-549 – BT-549 breast cancer; 78,000 tested, 4.4% active; AID 1794793
MDA-MB-468 – MDA-MB-468 breast cancer. 78,000 tested, 8.5% active
MCF7 – MCF7 breast cancer. AID 1794796. 82,000 tested, 6.3% active
MDA-MB-231 – MDA-MB-231 breast cancer | 81,000 tested, 5% active | AID 1794789
The depositor's hits bear a star; / = not tested or not shown; & = joins results of further samples; ! = a repeat was not active. Rule for the calls: active = growth percent below 10; inactive = the rest.

compound,HS 578T,T-47D,LOX IMVI,MDA-MB-468,MALME-3M,BT-549,MDA-MB-231,MCF7
COc1ccc(C(CCc2ccccc2)OC(C)=O)cc1 (stereo unspecified),/,101,97,/,109,94,113,96
CCOC(=O)c1cc(C(=O)c2ccc(Br)cc2)n2c1ccc1ccccc12,107,94,95,101,101,105,83,89
CC(O)C(=O)Nc1ccccc1Cl (stereo unspecified),107,/,94,112,22,102,102,91
CC(C)NC(=O)N1C(=O)CCC1NNC(=O)c1ccc([N+](=O)[O-])cc1 (stereo unspecified),117,95,94,114,101,102,108,98
CC(C)(O)C(O)(c1ccccc1)c1ccccc1,104,/,99,100,106,88,/,93
O=C(NS(=O)(=O)c1ccccc1)n1ccc2cc(Br)cnc21,109,99,100,105,96,108,101,99
CC1C=CC(C2OCCO2)C2C(=O)C=CC(=O)C12 (stereo unspecified),112,106,92,110,106,110,93,98
O=C(O)CCCn1c(O)c(/C=C2/C=c3cc4c(cc3=NC2=O)OCO4)sc1=S,102,107,95,100,97,113,106,98
Nc1nc(-c2ccc(Cl)cc2)cc(-c2cn(-c3ccccc3)nc2-c2ccc(OCc3ccccc3)cc2)n1,88,81,93,103,125,111,91,93
O=S(=O)(NCCCNc1nccc(-c2[nH]c(-c3ccccc3)nc2-c2ccc(F)c(O)c2)n1)c1ccc(Cl)cc1,104,68,79,60,39,100,81,71

One compound at a time, from the list above. Screens in order: HS 578T | T-47D | LOX IMVI | MDA-MB-468 | MALME-3M | BT-549 | MDA-MB-231 | MCF7
O=S(=O)(NCCCNc1nccc(-c2[nH]c(-c3ccccc3)nc2-c2ccc(F)c(O)c2)n1)c1ccc(Cl)cc1 is listed with 104 | 68 | 79 | 60 | 39 | 100 | 81 | 71
CC(C)(O)C(O)(c1ccccc1)c1ccccc1 is listed with 104 | / | 99 | 100 | 106 | 88 | / | 93
CC(O)C(=O)Nc1ccccc1Cl (stereo unspecified) is listed with 107 | / | 94 | 112 | 22 | 102 | 102 | 91
CC(C)NC(=O)N1C(=O)CCC1NNC(=O)c1ccc([N+](=O)[O-])cc1 (stereo unspecified) is listed with 117 | 95 | 94 | 114 | 101 | 102 | 108 | 98

(more compounds)
compound,HS 578T,T-47D,LOX IMVI,MDA-MB-468,MALME-3M,BT-549,MDA-MB-231,MCF7
Cc1cc(N(CCNc2ccnc3cc(Cl)ccc23)Cc2ccco2)nc(Cl)n1,6.7*,-69*,-65*,-33*,-65*,-78*,-75*,-30*
CCCCCCCCn1ccc2cc(NC(=O)Cn3cc(CN4CCN(CC)CC4)nn3)ccc21,86,58,-74*,62,-11*,72,46,39
CCCCCc1ccc(C2=C(Br)C(=O)c3nc(C)ccc3C2=O)cc1,98,75,84,81,89,79,73,87
NC(CSCC(=O)O)C(=O)O (stereo unspecified),94,/,104,93,108,99,109,109
Cc1cncc(C)c1,109,105,95,114,98,93,98,101
C/C(=C(/c1ccc(Cl)cc1)c1ccc(OCCN)cc1)c1ccc(Cl)cc1,99,95,94,100,98,135,98,95
O=C1C[C@H](c2ccccc2)[C@H](c2ccccc2)C1,112,99,102,99,90,94,99,99
COC(=O)Nc1nc2ccc(C(=O)c3ccccc3N(C)C3COC3)cc2[nH]1,23,/,31,24,59,60,55,19
Nc1nc(SCc2ccccc2)c2ncn(CCO)c2n1,115,105,99,104,/,104,108,106
COC(=O)CC[C@H](C)[C@H]1CC[C@H]2[C@@H]3CC[C@@H]4C(c5nc6ccccc6[nH]5)=C(Cl)CC[C@]4(C)[C@H]3CC(=O)[C@]12C,81,63,30,/,76,49,74,57

compound,HS 578T,T-47D,LOX IMVI,MDA-MB-468,MALME-3M,BT-549,MDA-MB-231,MCF7
CN1C(=O)CC(c2ccccc2)C1=O (stereo unspecified),105,100,105,108,102,110,95,100
c1ccc(C2=NN(c3ccccc3)C3=C4N(c5ccccc5)N=C(c5ccccc5)N4c4[nH]c(-c5ccccc5)cc4N23)cc1,92,104,104,111,96,86,103,86
COc1cc2cc(Oc3ccc(NC(=O)Nc4ccc(C(F)(F)F)cc4)cc3)c(C)nc2cc1OC,71,58,56,40,83,113,81,84
Clc1cc(Cl)c(OCCCCCCN2CCNCC2)c(Cl)c1,55,40,-66*,-12*,50,70,-8.6*,-25*
COCCCNc1nc(NC(=O)c2cc(Br)cc(C(F)(F)F)c2)cc(-c2cccnc2)n1,83,65,104,83,100,/,76,84
Cc1cc(C)n([C@H]2CC(=O)O[C@@H]2COC(=O)c2ccccc2)n1,113,99,97,92,109,99,107,102
COc1ccc(-c2nc3ccc(-c4nc5ccc(N6CCN(C)CC6)cc5[nH]4)cc3[nH]2)cc1OC,72,28,44,-30*,0.6*,63,83,21
CNS(=O)(=O)c1ccc(Cl)c(Cl)c1,99,99,102,101,111,112,98,98
Nc1ccc(S(=O)(=O)c2ccc(N)cc2)cc1,97&106,100&104,102&95,101&98,121&109,110&104,112&108,104&100
Fc1ccc2nc(Cl)c(Cn3nnnc3Cc3ccccc3)cc2c1,85,70,78,73,88,83,69,75

compound,HS 578T,T-47D,LOX IMVI,MDA-MB-468,MALME-3M,BT-549,MDA-MB-231,MCF7
C=C(C)CN1C(=O)c2ccccc2C1=O,108,96,97,101,91,101,99,98
Nc1c(Cl)cc(Cl)cc1C(=O)O,108,91,97,102,116,94,95,93
Nc1c(C(=O)Nc2cccc([N+](=O)[O-])c2)sc2nc3c(cc12)C(O)CCC3 (stereo unspecified),72,/,63,53,66,58,66,15
NC(=O)c1c(NC(=O)c2ccc(C3CCCCC3)cc2)sc2c1CCC(=O)C2,35,-5.2*,/,-10*,13,-2.9*,16,11
Cc1nn(-c2ccccc2)c(N2CCOCC2)c1-c1nc2ccc(C(=O)O)cc2[nH]1,/,96,99,115,104,111,109,104
NC(=O)Nc1cnc(Nc2ccc(N3CCOCC3)cc2)nc1Oc1ccc(C(F)(F)F)cc1,93,/,/,102,121,98,99,94
O=C1/C(=C/c2ccccc2[N+](=O)[O-])COc2ccc(O)cc21,5.1*,18,-66*,-9.2*,-57*,27,-16*,11
N#CC(C#N)=Cc1ccc(Oc2ccccc2)cc1,108,104,90,100,110,102,113,93
C#CCN(CCCOc1ccc(Cl)cc1Cl)CCCSC(=O)CCCCCN1/C(=C\C=C2/CCCC(/C=C/C3=[N+](CCCCCC(=O)[O-])c4ccccc4C3(C)C)=C2Cl)C(C)(C)c2ccccc21,6.5*,-21*,-30*,13,-56*,-34*,-6.2*,6.9*
C#CCC#CCN1CCC[C@H]1C(=O)NCC(=O)OC,117,95,94,99,/,-91*,106,99

compound,HS 578T,T-47D,LOX IMVI,MDA-MB-468,MALME-3M,BT-549,MDA-MB-231,MCF7
Cc1c(C(=O)Nc2ccccc2)sc(N)c1C#N,103,94,105,131,108,98,102,85
CCOC(=O)C(=Cc1c[nH]c2ccccc12)C(=O)OCC,101,90,93,107,102,/,86,88
Cc1cc2c(C(=O)NCC#N)cccc2n1-c1nc2c(c(NCc3ccccc3)n1)CCCC2,12,-17*,-85*,-53*,-72*,-35*,-79*,1.1*
Cc1ccc2nc(-c3c(N)n[nH]c3CCCO)[nH]c(=O)c2c1,103,111,101,/,137,104,100,95
O=C(Nc1cncnc1Oc1cccc(C(F)(F)F)c1)c1ccccc1,96,/,97,109,111,/,108,97
CCN(CC)CCCNCCN(CC)CC,111,112,102,92,112,105,79,105
O=C(/C=C/c1ccc(Cl)cc1)c1ccc(NC(=O)c2cc3cc4ccccc4nc3s2)cc1,95,100,98,/,106,107,105,85
CSCCC(NS(=O)(=O)Cc1ccccc1)C(=O)O (stereo unspecified),100&102,91&110,99&97,102&109,110&106,106&110,107&102,104&87
C=CCN1C(=S)N(/N=C/C=C/CCC)[C@]23C(=O)c4ccccc4[C@]12OC(N)=C3C#N,95,67,94,103,104,83,90,68
N#Cc1c(-c2ccc(Br)cc2)nc2n[nH]c(-c3ccc(Br)cc3)c2c1-c1cccs1,/,35,/,71,64,77,/,59

compound,HS 578T,T-47D,LOX IMVI,MDA-MB-468,MALME-3M,BT-549,MDA-MB-231,MCF7
COc1cc(NS(=O)(=O)c2ccc(C)cc2)c2c(c1N)C(=O)c1ccccc1C2=O,73,94,89,97,74,86,90,91
O=C1OC[C@@H]2Sc3[nH]c(=O)sc3[C@H](c3ccc(F)cc3)[C@H]12,95,92,97,105,99,102,99,93
CC(C)(c1ccc(O)c([N+](=O)[O-])c1)c1ccc(O)c([N+](=O)[O-])c1,/,106,101,106,100,106,91,107
O=C(O)CNC(c1ccccc1)(c1ccccc1)c1ccccc1,114,94,91,113,/,/,99,102
NS(=O)(=O)N1CCCCC1,/,124,95,105,101,110,115,98
CC(=O)C1=C(C#N)C(=C(C#N)C#N)NC1(C)O (stereo unspecified),104,126,97,106,93,107,104,102
COc1ccc(-c2cnc3ccccc3n2)cc1,89,97,101,100,103,95,93,105
c1ccc([P+](CCSCCSCC[P+](c2ccccc2)(c2ccccc2)c2ccccc2)(c2ccccc2)c2ccccc2)cc1,94,86,91,83,114,105,97,93
Cc1cc(SC#N)cc(C)c1O,92&113,116&89,100&88,99&70,105&122,94&103,105&88,101&95
O=S(=O)(Oc1ccc(-c2cn3ccoc3n2)cc1)c1ccccc1,101,102,110,99,103,120,105,94

compound,HS 578T,T-47D,LOX IMVI,MDA-MB-468,MALME-3M,BT-549,MDA-MB-231,MCF7
O=C1C=CC[C@H](/C=C/c2ccccc2)O1,20&25,9.6*!,-36*,10,56&62,4.2*!,37&56,1.9*
CCOC(=S)SCCC(=O)O,/,98,66,112,111,110,114,98
CN1CCN(CC(=O)Nc2ccc(-c3nc4ccccc4s3)cc2)CC1,94,54,-34*,-11*,98,81,60,37
COc1ccc(-c2nnc(Nc3ccc(Cl)cc3)o2)cc1,108,90,105,94,/,95,105,81
CCN1C(=O)N(CC)C2C1NC(=S)N2/N=C/C=C/c1ccccc1 (stereo unspecified),14,47,14,3.7*,54,-10*,18,14
ON(CCc1ccccn1)CCc1ccccn1,119,101,108,107,107,113,93,102
O=C(/C=C/c1ccc(C(F)(F)F)cc1)C(F)(F)C(=O)/C=C/c1ccc(C(F)(F)F)cc1,93,92,100,102,111,103,102,93
O=C1OCC2=C1C(c1cccc(Br)c1)c1cc3c(cc1N2CCO)OCCO3 (stereo unspecified),8.7*,77,24,25,/,21,-22*,18
COc1cccc(CN(c2ccccc2C(=O)O)S(=O)(=O)c2ccc(C)cc2)c1,118,91,94,83,98,98,103,97
CSc1nc2[nH]c(=O)cc(O)n2n1,99,94,102,98,108,103,104,102

Random excerpt: 3 compounds from above.
compound,HS 578T,T-47D,LOX IMVI,MDA-MB-468,MALME-3M,BT-549,MDA-MB-231,MCF7
CC(C)(c1ccc(O)c([N+](=O)[O-])c1)c1ccc(O)c([N+](=O)[O-])c1,/,106,101,106,100,106,91,107
C=CCN1C(=S)N(/N=C/C=C/CCC)[C@]23C(=O)c4ccccc4[C@]12OC(N)=C3C#N,95,67,94,103,104,83,90,68
Cc1cc(C)n([C@H]2CC(=O)O[C@@H]2COC(=O)c2ccccc2)n1,113,99,97,92,109,99,107,102

Additional entries
compound,HS 578T,T-47D,LOX IMVI,MDA-MB-468,MALME-3M,BT-549,MDA-MB-231,MCF7
NC(=O)NC(=O)/C=C\C(=O)O,107,103,101,100,112,113,97,99
O=C1NC(=O)/C(=C\c2ccc3c(c2)OCO3)S1,106,82,87,91,108,90,112,95
COc1ccc(N/C=C2\C(=O)CCc3c2oc2cc(Cl)c(O)c(Cl)c32)cc1,90,72,83,66,56,61,90,39
CC(=O)Nc1ncc(Cc2ccc(Cl)cc2)s1,96,86,72,90,101,98,97,88
Fc1ccc(Nc2nnc(-c3c[nH]c4ccccc34)o2)cc1,82,47,72,33,81,67,61,50
O=C(Cc1ccccc1)N/N=C\c1ccccc1,104,102,/,103,/,113,100,99
COc1ccc(C(=O)NNC(=O)c2cc(OC)c(OC)c(OC)c2)cc1N,100,92,99,115,100,96,109,93
CC(C(=O)O)N1C(N)=NNC1(C)c1ccccc1O (stereo unspecified),75,68,92,90,85,96,83,75
O=C1NNC=Nc2c1cnn2-c1ccccc1,109,106,96,123,102,122,112,104

Source: PubChem (NCI)
